NR2E3 ag-1 = human photoreceptor-specific nuclear receptor agonism | Q9Y5X4 | CHO-S Gal4-NCOR/VP16-NR2E3 two-hybrid, luciferase | inhibition of corepressor binding, % at 3.98 µM | 0.35% of 360,000 active | AID 602229;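 active = inhibition above the mean of all tested compounds plus 3 SD, cut at about 70% in these data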;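 also: 0% = DMSO with NR2E3 transfected cells and 100% = cells lacking NR2E3 construct; higher means lower luciferase signal from less NR2E3 corepressor binding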
Target sequence (Q9Y5X4 whole entry, looked up, the tested form may be a part): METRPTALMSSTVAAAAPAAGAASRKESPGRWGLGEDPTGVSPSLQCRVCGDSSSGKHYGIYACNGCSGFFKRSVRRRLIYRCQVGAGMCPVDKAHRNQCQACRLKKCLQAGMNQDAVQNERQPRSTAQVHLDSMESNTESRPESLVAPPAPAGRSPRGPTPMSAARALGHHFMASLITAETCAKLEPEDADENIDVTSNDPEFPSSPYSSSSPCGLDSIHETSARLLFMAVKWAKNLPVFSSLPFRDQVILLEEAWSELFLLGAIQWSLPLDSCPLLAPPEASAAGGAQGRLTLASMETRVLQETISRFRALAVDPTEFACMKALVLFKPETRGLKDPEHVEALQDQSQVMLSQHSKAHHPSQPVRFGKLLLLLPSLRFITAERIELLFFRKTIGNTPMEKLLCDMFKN
KKLEB tox = counter-screen for CF NF-kB inhibitors: cytotoxicity. KKLEB CF airway cells viability, ATPlite luminescence, overnight; hits give low values; cells stimulated with P. aeruginosa culture filtrate. activity change (cytotoxicity), % at 5 µM. 0.36% of 360,000 active. AID 602141;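 active = corrected activity change at or below -50% at 5 µM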
PDI turbidity = PDI (human) enzyme inhibition | P07237 | PDI insulin aggregation turbidity, A650, 90 min | inhibition, % at 10 µM | 0.052% of 350,000 active;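 active = mean inhibition across replicates of 30% or more, whatever share of single replicates reach that level; inconclusive = mean inhibition below 30% while every single replicate reaches 30%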;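 also: absorbance from insulin aggregation driven by PDI reduction with DTT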
Target sequence (P07237 whole entry, looked up): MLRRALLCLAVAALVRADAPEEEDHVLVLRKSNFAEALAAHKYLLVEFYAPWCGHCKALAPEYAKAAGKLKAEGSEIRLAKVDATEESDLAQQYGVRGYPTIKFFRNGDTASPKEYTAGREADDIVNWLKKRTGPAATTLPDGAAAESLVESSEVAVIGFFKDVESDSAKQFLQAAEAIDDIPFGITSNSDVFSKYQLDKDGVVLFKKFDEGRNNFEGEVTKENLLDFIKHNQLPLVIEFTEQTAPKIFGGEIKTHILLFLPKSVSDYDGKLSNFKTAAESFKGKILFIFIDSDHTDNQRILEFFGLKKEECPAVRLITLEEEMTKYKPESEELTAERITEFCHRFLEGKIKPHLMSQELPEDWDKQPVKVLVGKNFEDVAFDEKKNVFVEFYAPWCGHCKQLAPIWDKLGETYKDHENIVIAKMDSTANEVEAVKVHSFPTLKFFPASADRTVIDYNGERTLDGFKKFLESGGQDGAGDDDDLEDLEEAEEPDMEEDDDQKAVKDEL
NR2E3 ag-2 = NR2E3 (human) agonism. inhibition of corepressor binding, % at 4.78 µM. GST-NR2E3/biotin-RetCOR TR-FRET, 1536-well. AID 2300. 0.12% of 320,000 active;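 active = percent inhibition above the cutoff of mean plus 3 SD of all tested compounds, set per screening campaign, cut at about 20% in these data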;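 also: 0% = DMSO wells and 100% = biotin wells as full block of FRET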
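Material: NR2E3–RetCOR corepressor complex / Incubation: Compound–protein incubation for 5 h at 4 °C / Dosing: compound at 4.8 µM, single dose / Detection: time-resolved FRET / Benchmarks: high control biotin, low control 0.6% DMSO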
MITF TRPM1 inh = inhibitors of MITF-driven TRPM1 promoter in melanoma cells; SK-MEL-5 TRPM1 promoter luciferase, 24 h; inhibition, % at 12.5 µM; 0.83% of 330,000 active; AID 488899;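 active = mean inhibition across replicates of 60% or more, whatever share of single replicates reaches that level; inconclusive = some that reach 60%, reason not given; inactive = mean inhibition across replicates below 60%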; also: values of inactives mirror those of a sister screen read the other way
CaV13 ICDI inh = Disruptors of the CACNA1D IQ motif to Ca2+-dependent inactivation inhibitor domain association, primary screening, Förster resonance energy transfer in intact living …; inhibition, % at 12.3 µM; HEK cells, CFP/YFP FRET ICDI-IQ, plate reader, 10 min; percent FRET-ratio fall versus neutral wells; 0.098% of 340,000 active;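 active = mean replicate inhibition of at least 30% and at least 1% of replicates passing that level; inconclusive = only one of the two criteria is met; inactive = neither criterion is met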;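 also: 0% = median of the neutral control wells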
HIF-2a block = inhibitors of HIF-2a | 0.72% of 360,000 active | 786-0 RCC cells HIF-2a reporter, luciferase luminescence, overnight | AID 624352 | inhibition, % at 18.8 µM;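 active = inhibition of the luminescence signal of 40% or more relative to plate controls, in a single-dose primary screen at 18.75 µM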
Peg3 prom inh = Peg3 promoter activity inhibition; AID 588405; HeLa PEG-Prom luciferase reporter, luminescence, overnight; 1.7% of 360,000 active; inhibition, % at 20 µM;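 active = inhibition of at least 50% at 20 µM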
Shn3 3UTR inh = reduces Shn3 3'UTR luciferase signal in osteoblasts. inhibition, % at 12.5 µM. 0.52% of 360,000 active. Clone20 osteoblast Shn3 3'UTR firefly luciferase, 24 h;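 active = mean inhibition of at least 75% with every replicate also reaching 75%; inconclusive = mean inhibition at least 75% but some replicate below; inactive = mean inhibition below 75%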;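 also: 0% = median of neutral control wells and 100% = pilot-screen positive control compound; some compounds past the cut are filed as inactive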
Vif imaging = blocks HIV Vif function. HEK293T cells, Vif self-association by quenched fluorescence, imaging, 24 h. inhibition, % at 7.49 µM. 0.35% of 340,000 active. AID 602346; in the data active = inhibition above about 50%, passing the limit was not always enough; inconclusive = no clear call, values can overlap the other calls; inactive = below about 31%; also: some results filed as inactive read as strong as hits
CF NFkB block = cystic fibrosis NF-kB activation inhibition | KKLEB NF-kB-GFP reporter, PAF-induced, GFP fluorescence overnight | inhibition, % at 5 µM | 0.86% of 360,000 active;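 active = at least 50% inhibition at 5 µM, scaled per plate between neutral and stimulator controls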;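 also: PAF is a Pseudomonas aeruginosa culture filtrate used as stimulus; plate controls were PAF-stimulated DMSO wells for no effect and unstimulated DMSO wells for full effect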
Active calls of the source: *; ? = inconclusive; nt = not tested or not shown.

SMILES	NR2E3 ag-1	KKLEB tox	PDI turbidity	NR2E3 ag-2	MITF TRPM1 inh	CaV13 ICDI inh	HIF-2a block	Peg3 prom inh	Shn3 3UTR inh	Vif imaging	CF NFkB block
O=c1c2cc(NC(=S)NCCCN3CCC(Cc4ccccc4)CC3)ccc2nc2n1CCCCC2	22	-19	-5	0	23	-6	10	94*	47	1	24
CC(C)C[C@H]1COCCS(=O)(=O)N1Cc1cccc(C(F)(F)F)c1	9	4	6	4	9	-10	-1	-9	-3	-3	12
COc1ccccc1NC(=O)Nc1nnc([C@@H]2C[C@H](O)[C@@H](CO)O2)s1	-27	-3	-3	nt	nt	-4	-24	0	-9	-3	20
Cc1cc(C)c(S(=O)(=O)N(C)CC(=O)NCCN2CCOCC2)c(C)c1	-20	-18	0	-4	6	-4	2	4	11	13	1
COc1ccc2c(c1)CCC1C2=NN(/C(C)=C/C(C)=O)C1c1cccc(F)c1 (configuration not stated)	-82	-2	5	-4	-6	1	-196	-144	-62	1	-29
S=c1[nH]nc(CCc2nc3ccccc3[nH]2)n1-c1cccc(Cl)c1	-9	14	-2	-2	-6	-4	17	3	12	-6	-17
C[C@H](CO)N1C[C@H](C)[C@@H](CN(C)Cc2ccncc2)Oc2ccc(NC(=O)CCCCCC(=O)Nc3ccccc3N)cc2C1=O	-21	-9	7	nt	6	-11	-4	-14	-16	7	-4
CC(C)(C)c1nc2c(s1)CCc1onc(-c3ccc(Cl)cc3)c1-2	-7	-3	-5	-2	1	-4	2	2	2	13	10
N#CCCN(Cc1ccccc1)C(=S)Nc1ccc(F)cc1	-10	-1	0	4	-12	-19	14	7	nt	5	2
COc1cc(/C=C/C(=O)OCC(=O)Nc2cc(C(F)(F)F)ccc2N2CCOCC2)ccc1O	-8	-14	-2	-2	7	-13	7	-1	6	3	27
COc1ccc([C@H]2C[C@H](O)[C@@H](n3cc(-c4ccc(F)cc4)nn3)CN2C(=O)C2CCCCC2)cc1	34	10	3	nt	nt	-6	4	-5	4	-1	-9
CCN(CC)S(=O)(=O)c1cccc(C(=O)Nc2nc3cc4c(cc3s2)OCCO4)c1	-52	13	12	2	15	-8	-116	-11	18	-11	16
Cc1c(C(=O)NC(Cc2ccccc2)c2nc3ccccc3[nH]2)cccc1[N+](=O)[O-] (configuration not stated)	0	-11	-3	-1	-17	10	-13	11	-6	-1	11
CC(C)[C@H](NC(=O)N1CCn2c1nc1ccccc12)C(=O)NCc1ccc2c(c1)OCO2	-10	-6	4	-3	7	-7	15	12	12	1	-4
Cc1c(-c2cccc(NC(=O)c3ccco3)c2)nc2ncccn12	-9	-7	-6	3	-3	-19	3	-10	-38	-7	-9
O=C(NC(=S)Nc1ccccc1Cl)c1ccco1	-100	1	0	0	-55	-3	-252	-311	-56	1	-2
Cn1nnnc1SCC(=O)NC(=O)NCc1ccccc1	-29	6	-3	-1	-6	nt	6	-7	15	9	-2
O=C(NCc1ccco1)c1noc2c1CCCCC2	-34	10	4	-5	-22	-8	-153	-127	-38	0	0
CCOC(=O)N1CCC(NC(=O)c2csc3c2CCCC3)CC1	-9	3	nt	3	nt	-7	8	4	-9	-2	-11
CN(CCC#N)C(=O)COC(=O)c1cccnc1Nc1ccccc1F	-18	12	1	3	-6	-6	-15	-21	8	5	11
CCOc1ccc(NC(=O)C2C3C=CC4(O3)C2C(=O)N(Cc2cccnc2)C4C(=O)NC2CCCCC2)cc1 (configuration not stated)	-10	13	6	1	7	nt	0	8	13	?	-9
CN(C)/C=C/C(=O)c1ccc(Cl)cc1Cl	-39	8	1	0	-4	-4	10	7	-3	0	-4
CCN(CC)c1ccc2cc(C(=O)NNC(=O)c3ccc(S(=O)(=O)N4CCCCC4)cc3)c(=O)oc2c1	1	-15	-12	2	-7	-3	16	12	12	2	-15
COc1cc(O)c(C(CC(=O)N2CCN(c3ccccc3)CC2)c2ccc(N(C)C)cc2)c(OC)c1 (configuration not stated)	-2	-1	-4	1	2	-6	-3	0	6	4	8
Cn1c(N)c(C(=O)COC(=O)c2ccnc3ccccc23)c(=O)n(C)c1=O	38	-10	5	2	2	-11	12	-5	7	6	17
O=C(CSc1nncs1)NC1CCCCCCC1	-34	1	1	6	-3	-5	-4	-6	-8	11	9
COC(=O)c1sccc1NS(=O)(=O)c1ccc(F)cc1F	-10	5	1	1	4	-2	16	-11	1	12	-9
CC(=O)N1CCN(C(=S)c2ccc(Cl)cc2)CC1	-14	-6	-5	-4	2	-5	10	-7	13	-7	18
CC(C)c1nc(-c2ccccc2)c(-c2ccccc2)[nH]1	-19	-9	17	2	-3	-1	13	18	34	-1	14
Cc1cc(C)cc(Nc2cc(=O)n(C3CCCCC3)c(=O)[nH]2)c1	-15	-8	0	6	0	nt	8	36	28	-5	13
CCOC(=O)c1cc(-c2ccccc2)nc2nc(N(CC)CC)sc12	6	4	-10	3	-11	-3	-9	26	0	11	-2
CS(=O)(=O)Nc1cccc(C2=NN(C(=O)c3ccco3)C(c3cccs3)C2)c1 (configuration not stated)	-9	1	-8	-1	3	nt	9	25	-6	nt	4
O=C(CCn1c(=O)c2ccccc2n(CC(=O)NCCC2=CCCCC2)c1=O)NCc1ccco1	-11	-2	1	-1	5	0	18	-10	9	6	-8
COc1ccc(/C=C/CN2CCC(C(=O)NC(c3ccc(F)cc3)c3ccc4ccccc4n3)CC2)cc1 (configuration not stated)	-1	-18	8	nt	nt	-5	-25	102*	-23	0	10
CCOc1ccccc1NC(=O)c1ccc(OCC(=O)N2CCOCC2)c(OC)c1	-8	0	3	nt	-6	-15	-11	-3	5	0	8
CCOCCOC(=O)C1=C(C)Nc2ccc(C)cc2S1	-17	-5	-5	-1	-11	-4	-134	-85	-36	-2	20
CCN(CC)S(=O)(=O)c1ccc(N2CCOCC2)c(NC(=O)Cc2ccc(Cl)cc2)c1	-13	-7	8	3	9	2	12	21	28	4	1
COC(=O)[C@]1(C)N[C@H](CN(C)S(=O)(=O)c2ccc(-c3ccccc3)cc2)[C@@H]2C(=O)N(C)C(=O)[C@@H]21	-5	1	12	nt	-3	-3	-9	5	6	-9	-14
Cc1ccc(CNC(=O)C2CC(c3cc(C(F)(F)F)cc(C(F)(F)F)c3)=NO2)o1 (configuration not stated)	-42	-10	10	4	21	5	1	8	-10	7	14
COc1ccccc1NC(=S)NN1CCN(C)CC1	-38	11	0	3	-12	-3	4	-11	-5	2	8
CCNC(=O)C1CCCN(C(=O)Cc2cccs2)CC1 (configuration not stated)	-1	8	10	nt	nt	-3	16	5	-6	-2	-7
CCc1ccccc1NC(=O)CC(c1ccc(OC)cc1)n1cccc1 (configuration not stated)	-2	-4	-4	-5	4	-4	17	19	14	-7	-14
Cc1nc(CSc2ccc(Cl)cc2)cc(N2CC(C)OC(C)C2)n1 (configuration not stated)	-8	-15	-1	-2	8	-5	12	14	3	1	12
CCC(Sc1nc2ncnc(N)c2[nH]1)C(=O)O (configuration not stated)	-15	3	5	3	6	-3	12	11	-4	-8	-1
O=C(NC1CCSc2ccccc21)c1ccc(F)c(S(=O)(=O)N2CCOCC2)c1 (configuration not stated)	3	-14	-4	2	-4	-3	-15	-7	-21	7	13
CN(C(=O)C1CCCN(c2ncnc3c2nc2n3CCCCC2)C1)c1cccc(Cl)c1 (configuration not stated)	-6	9	6	0	14	-7	9	35	46	-9	-39
CCC(c1nnnn1C1CCCCC1)N(Cc1ccco1)Cc1cc2ccc(OC)cc2[nH]c1=O (configuration not stated)	2	0	13	nt	10	nt	11	34	-2	-5	15
Cc1cc(C)cc(NC(=O)c2cc(S(=O)(=O)N3CCCC3)cn2C)c1	6	-9	nt	0	nt	17	20	37	9	?	31
CC(C)CC(NC(=O)CCl)c1ccccc1 (configuration not stated)	-8	2	-4	-3	-4	-5	14	-15	5	-13	3
OCC1(CCOc2ccccc2)CCN(Cc2cn[nH]c2-c2ccc(F)cc2)CC1	-13	-6	7	2	-5	11	1	8	9	3	16
COc1cccc(-c2cccc(NC(=O)C3CCN(C4CCC4)CC3)c2)c1	-1	1	-19	5	6	-13	16	10	7	-6	-4
O=C(c1ccc(Br)s1)N1CCc2ccccc2C1	-80	0	1	-2	-57	nt	-181	-191	-31	nt	-9
O=C(O)CCc1ccc(-c2ccccc2)n1-c1ccc(C(=O)O)cc1	-17	1	0	3	-21	nt	5	5	-4	-6	3
CC1(C(=O)OCC(=O)Nc2ccc(S(=O)(=O)N3CCOCC3)cc2)CC1(Cl)Cl (configuration not stated)	-2	-3	-4	nt	16	-10	17	13	6	1	4
CC(C)(C)c1ccc(Oc2ccc(N)cn2)cc1	25	13	-1	3	nt	-3	77*	30	39	-8	-18
CC1=C(C(=O)Nc2cccc(C)n2)C(c2ccc3c(c2)OCO3)C2=C(CC(c3ccco3)CC2=O)N1 (configuration not stated)	-31	5	-2	nt	-7	-1	-30	5	10	-7	5
Cc1onc(-c2ccccc2)c1C(=O)N(Cc1ccccc1)C(C)C	-9	4	-1	-1	-8	-5	8	8	14	-6	-18
O=C(c1ccco1)N(Cc1cc2ccccc2[nH]c1=O)C1CCCCC1	-22	-27	-1	6	-5	nt	11	-3	11	0	5
CC(OC(=O)c1ccc(Cl)c(S(N)(=O)=O)c1)C(=O)NCc1ccc2c(c1)OCO2 (configuration not stated)	23	-13	3	4	1	-6	1	6	-12	1	12
COc1ccc(Cc2nc3c([nH]2)c(=O)n(C)c(=O)n3C)cc1OC	12	-10	2	nt	0	-10	6	-2	-8	-7	11

Entries shown so far that contain a tert-butyl group (2):
SMILES	NR2E3 ag-1	KKLEB tox	PDI turbidity	NR2E3 ag-2	MITF TRPM1 inh	CaV13 ICDI inh	HIF-2a block	Peg3 prom inh	Shn3 3UTR inh	Vif imaging	CF NFkB block
CC(C)(C)c1nc2c(s1)CCc1onc(-c3ccc(Cl)cc3)c1-2	-7	-3	-5	-2	1	-4	2	2	2	13	10
CC(C)(C)c1ccc(Oc2ccc(N)cn2)cc1	25	13	-1	3	nt	-3	77*	30	39	-8	-18

Next section
SMILES	NR2E3 ag-1	KKLEB tox	PDI turbidity	NR2E3 ag-2	MITF TRPM1 inh	CaV13 ICDI inh	HIF-2a block	Peg3 prom inh	Shn3 3UTR inh	Vif imaging	CF NFkB block
Cc1ccc(C)n1-c1ccc(C(=O)NC2CCN(Cc3ccccc3)CC2)cc1	-1	4	5	5	0	-3	4	-5	8	2	-3
CCn1c(CNC(=O)c2ccccc2)nnc1SCC(=O)N1CCN(c2ccccc2)CC1	10	6	7	0	11	-5	18	8	6	-2	-3
COc1cc2[nH]c(C(=O)Nc3ccc(F)cc3)cc2c(OC)c1OC	-19	1	2	2	1	-5	-42	8	1	-1	-14
COC(=O)C1=C(N)Oc2cc(C)n(C)c(=O)c2C1c1ccc(Cl)cc1 (configuration not stated)	22	-4	3	-1	2	nt	22	7	5	13	-6

Source: PubChem BioAssay

This is a random part of the collection (roughly 3.3% active in at least one column).
